H37Rv inhibition = M. tuberculosis growth inhibition, HTS (AID 449762); M. tuberculosis H37Rv growth inhibition, 7H9 media; higher % means a stronger effect; 330,000 tested, 0.59% active; inhibition, % at 25 µM; hits with a dose series show IC50 in µM; in the data active = a potency from the dose series; inconclusive = inhibition above about 70% without an active follow-up result;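 note: bacterial growth assessed after seven days of incubation; strong numbers were not always called active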
M. tuberculosis = growth inhibition of non-replicating M. tuberculosis (AID 488890). 320,000 tested, 0.39% active. inhibition, % at 25 µM, or IC50 in µM where a hit was titrated. Mycobacterium tuberculosis non-replicating, growth inhibition; higher % means a stronger effect; in the data active = a potency from the dose series; inconclusive = inhibition mostly from about 82% at the one dose, without a potency; inactive = the rest, 99 in 100 with inhibition below about 76%;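 note: plate controls were DMSO cells for no effect and high antibiotic wells for full effect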
Salmonella PhoP GFP = PhoP regulon inhibitors, Salmonella typhi PhoP promoter GFP reporter, confirmatory (AID 1850) | inhibition, % at 50 µM; hits with a dose series show IC50 in µM | Salmonella Typhi PhoP-promoter GFP reporter, fluorescence, 4 h; higher % means a stronger effect | 310,000 tested, 0.33% active; in the data active = a potency from the dose series; inconclusive = inhibition mostly from about 25% at the one dose, without a potency; inactive = the rest, 99 in 100 with inhibition below about 19%;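 note: 0% = induced wells with vehicle and 100% = uninduced wells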
VEEV TC-83 Vero = inhibitors of VEEV TC-83 cytopathic effect, confirmation, Vero cells (AID 588727); Vero cells, VEEV TC-83 cytopathic effect inhibition; higher % means a stronger effect; inhibition, % at 20 µM, or IC50 in µM where a hit was titrated; 350,000 tested, 0.13% active; in the data active = a potency from the dose series; inconclusive = inhibition mostly from about 14% at the one dose, without a potency; inactive = the rest, 99 in 100 with inhibition below about 12%; note: strong numbers were not always called active
H1N1 NS1A inhibition = H1N1 influenza NS1A inhibitors, functional cell based assay (AID 504329) | NS1A functional cell-based assay, percent inhibition; higher % means a stronger effect | inhibition, % at 12.5 µM; hits with a dose series show IC50 in µM | 340,000 tested, 0.3% active; in the data active = a potency from the dose series; inconclusive = inhibition above about 27% without an active follow-up result; note: strong numbers were not always called active
VEEV TC-83 Vero 10K pilot screen = second read-out of VEEV TC-83 Vero, no call of its own (marks repeat the call); inhibition, %; measured here: 10K pilot screen inhibition
* marks the source's active call; other numbers are inactive results; i = inactive; ? = inconclusive; . = no result given.

Start of the data: the first six records, to show the layout:
SMILES	H37Rv inhibition	M. tuberculosis	Salmonella PhoP GFP	VEEV TC-83 Vero	H1N1 NS1A inhibition	others
N#Cc1ccccc1OCC(=O)OCC(=O)N1CCN(C(=O)c2ccco2)CC1	-1.6%	4.8%	4.2%	1.0%	-18.9%
Cc1ccc(OC(C)C(=O)N2CC(=O)Nc3ccccc32)c(C)c1 (centres undefined)	7.2%	-5.7%	7.5%	1.2%	8.7%
CCOc1ccc(S(=O)(=O)NC(Cc2c[nH]c3ccccc23)C(=O)O)cc1 (centres undefined)	-2.1%	-1.2%	-3.3%	1.6%	-26.4%
CCCCC(=O)NC1(C(F)(F)F)C(=O)N(CC(C)C)C2=C1C(=O)CC(C)(C)C2 (centres undefined)	4.4%	-8.1%	-1.7%	0.2%	0.8%
COc1cccc(N=Nc2c(=O)[nH]n3c(C)cc(C)nc23)c1	1.0%	65.1%	-21.4%	2.1%	-4.3%
CC(=O)N1[C@H](C)C=C[C@]1(Cc1ccccc1)C(=O)NCCN1CCOCC1	0.1%	11.3%	-1.0%	1.8%	-0.1%

This part in full, previewed entries included:
SMILES	H37Rv inhibition	M. tuberculosis	Salmonella PhoP GFP	VEEV TC-83 Vero	H1N1 NS1A inhibition	others
N#Cc1ccccc1OCC(=O)OCC(=O)N1CCN(C(=O)c2ccco2)CC1	-1.6%	4.8%	4.2%	1.0%	-18.9%
Cc1ccc(OC(C)C(=O)N2CC(=O)Nc3ccccc32)c(C)c1 (centres undefined)	7.2%	-5.7%	7.5%	1.2%	8.7%
CCOc1ccc(S(=O)(=O)NC(Cc2c[nH]c3ccccc23)C(=O)O)cc1 (centres undefined)	-2.1%	-1.2%	-3.3%	1.6%	-26.4%
CCCCC(=O)NC1(C(F)(F)F)C(=O)N(CC(C)C)C2=C1C(=O)CC(C)(C)C2 (centres undefined)	4.4%	-8.1%	-1.7%	0.2%	0.8%
COc1cccc(N=Nc2c(=O)[nH]n3c(C)cc(C)nc23)c1	1.0%	65.1%	-21.4%	2.1%	-4.3%
CC(=O)N1[C@H](C)C=C[C@]1(Cc1ccccc1)C(=O)NCCN1CCOCC1	0.1%	11.3%	-1.0%	1.8%	-0.1%
N#Cc1c(-c2ccc(F)cc2)c(-c2ccc(F)cc2)nn(CCO)c1=O	.	.	.	0.8%	-19.8%
Cc1nn(C)c(Oc2cccc(Cl)c2)c1C(=O)Nc1ccc(F)cc1F	-0.5%	14.2%	0.0%	0.8%	2.8%
O=C(NC12CC3CC(CC(C3)C1)C2)c1ccc(-c2ccccc2Cl)o1	?	66.3%	-11.6%	1.1%	-16.7%
C=CCn1c(=O)c(C(=O)Nc2ncccc2O)c(O)c2ccccc21	2.8%	.	-10.8%	2.4%	0.5%
CCOC(=O)c1ccc2nc(NC(=O)c3ccco3)sc2c1	33.6%	68.7%	3.2%	6.8%	7.4%
Cc1onc(-c2ccccc2)c1CNC(=O)Nc1ccc(F)cc1F	-5.5%	1.7%	8.2%	2.1%	-5.3%
CC1CC(C)(C)CC2(C1)NC(=O)N(CC(=O)Nc1ccc3[nH]c(=O)[nH]c3c1)C2=O (centres undefined)	-6.4%	1.9%	.	2.8%	-4.8%
COc1cccc(NC(=O)CSC2=C(C#N)C(c3ccco3)C3=C(CCCC3=O)N2)c1 (centres undefined)	-6.4%	1.0%	-0.3%	6.8%	9.7%
C=CCOC(=O)C1=C(C)NC(=O)NC1c1ccc(OC(=O)c2ccco2)c(OC)c1 (centres undefined)	-13.5%	0.2%	-0.6%	0.0%	4.4%
CC12CCC(C(=O)N3CCCc4ccccc43)(OC1=O)C2(C)C (centres undefined)	0.9%	2.0%	1.2%	1.2%	3.1%
COc1cc2c(cc1OC)C(c1cccc(OC)c1OC)CC(=O)N2 (centres undefined)	-3.1%	1.6%	-1.6%	0.2%	-4.7%
O=C(CSc1nnc(Cc2cccs2)n1C1CCCCC1)N1CCN(C(=O)c2ccco2)CC1	-0.6%	26.8%	-6.3%	i	22.1%
COc1ccc(-n2cnc3cc(N)ccc32)cc1	-4.7%	11.1%	-9.4%	2.9%	5.2%
CCOC(=O)c1c(N)sc2c1CCS(=O)(=O)C2	-11.8%	9.4%	6.0%	4.2%	5.3%	VEEV TC-83 Vero 10K pilot screen=4.4
CCN(CC(=O)Nc1ccccc1OC)C(=O)c1ccc(N(C)S(=O)(=O)c2ccc(C)cc2)cc1	2.2%	6.7%	7.8%	10.4%	-5.9%
CCOc1ccc(-n2cc(-c3ccccc3)c3c(=O)[nH]cnc32)cc1	8.41µM*	31.2%	8.1%	3.7%	-2.9%	VEEV TC-83 Vero 10K pilot screen=3.3
CCN(Cc1ccccc1)Cc1cc(OC)cc(OC)c1	6.5%	-3.0%	-7.9%	i	-26.6%
CCN(CC)CC(=O)N(CC(=O)Nc1c(C)cc(C)cc1C)C1CCCCC1	-9.5%	12.2%	-8.1%	i	2.4%
COc1ccc(CC(=O)NCCC(C)C)cc1S(=O)(=O)N1CCOCC1	-2.5%	-8.2%	9.3%	0.5%	-7.8%
CCc1ccc(-c2cn3c(n2)SCC3)cc1	1.4%	-0.7%	-6.6%	1.1%	7.2%
Cc1ccccc1Nc1nc(N)nc(COC(=O)c2cccc(S(=O)(=O)N(C)C)c2)n1	-3.1%	8.7%	2.3%	2.4%	-0.8%
O=C(O)c1ccc(Sc2nnc(-c3cccc(Br)c3)o2)c([N+](=O)[O-])c1	-26.4%	8.2%	2.6%	2.5%	-2.6%
CS(=O)(=O)Nc1nnc(CCc2ccccc2)s1	0.4%	20.8%	-1.7%	0.4%	-15.6%
O=C(CNCc1ccc(F)cc1)Nc1ccc(C(=O)N2CCCCC2)cc1	1.4%	-11.2%	0.9%	2.5%	-3.5%
CSc1nnc(-c2ccccc2)n1C	3.8%	-7.4%	-9.3%	1.6%	6.3%
COc1ccc(OC)c2sc(NC(=O)c3ccc(Br)s3)nc12	-3.9%	-25.2%	-5.1%	2.5%	-3.7%
O=C(Nc1cccnc1)c1ccco1	2.1%	-5.8%	-9.2%	0.3%	-1.3%
COc1ccccc1NC(=O)C1=C(C)Nc2nnnn2C1c1ccccn1 (centres undefined)	4.9%	23.9%	11.7%	1.2%	13.6%
CNC(=S)N1CCC(NC(=O)c2ccco2)CC1	-3.5%	-2.1%	4.2%	.	.
COc1ccc2cc(S(=O)(=O)NCc3cccnc3)ccc2c1	-6.2%	10.7%	17.1%	i	5.5%

Among those listed so far, these contain bromine.
SMILES	H37Rv inhibition	M. tuberculosis	Salmonella PhoP GFP	VEEV TC-83 Vero	H1N1 NS1A inhibition	others
O=C(O)c1ccc(Sc2nnc(-c3cccc(Br)c3)o2)c([N+](=O)[O-])c1	-26.4%	8.2%	2.6%	2.5%	-2.6%
COc1ccc(OC)c2sc(NC(=O)c3ccc(Br)s3)nc12	-3.9%	-25.2%	-5.1%	2.5%	-3.7%

(further entries)
SMILES	H37Rv inhibition	M. tuberculosis	Salmonella PhoP GFP	VEEV TC-83 Vero	H1N1 NS1A inhibition	others
Cc1ccc(C(=O)N2CCN(Cc3ccc4c(c3)OCO4)CC2)cc1[N+](=O)[O-]	-0.2%	4.2%	0.1%	0.9%	-6.7%
O=S(=O)(O)c1cccc2c(N=Nc3ccc(O)c4ncccc34)cccc12	-2.4%	1.9%	-10.4%	0.5%	4.68µM*
N#CC1=C2N=C(N)c3c(sc4c3CCCCC4)N2C2=C(C(=O)CCC2)C1c1ccccc1 (centres undefined)	-3.3%	7.7%	-7.1%	6.5%	3.2%
O=C(c1ccccc1)N1CCN(C(=O)c2ccccc2)c2ccccc21	.	.	.	1.6%	-1.1%
NC(=O)c1ccc(-c2ccc(Br)cc2)o1	?	1.93µM*	-10.1%	1.0%	-9.1%
COC(=O)c1sc(SC)c(S(=O)(=O)C(C)C)c1N/N=C(\C#N)S(=O)(=O)c1ccccn1	-5.6%	-3.5%	2.5%	i	3.1%
CC(C)Cc1nnc(NC(=O)CCNC(=O)c2ccco2)s1	-3.8%	6.8%	-18.7%	0.7%	-2.1%
COc1ccc2c(=O)c3c(=O)n(Cc4ccco4)c(-c4ccco4)nc3oc2c1	-2.2%	?	2.3%	0.3%	31.1%
CCOc1ccc(N(CC(=O)N2CCOCC2)S(=O)(=O)c2ccc(F)cc2)cc1	-9.6%	-2.1%	-6.7%	0.9%	3.0%
O=C(c1ccccc1)c1ccc(N=Nc2c(O)[nH]c(=O)[nH]c2=O)cc1	1.2%	2.4%	6.8%	0.6%	-7.1%
CN1CCN(C(=O)/C(=C\c2cccs2)NC(=O)c2ccco2)CC1	3.4%	-29.9%	-10.8%	1.3%	-2.2%
CCOC(=O)c1cnc2ccc(C)cc2c1OCc1cc(F)cc(F)c1	-0.1%	.	4.4%	0.0%	-4.1%
Cc1cc(C)c(NC(=O)CN2CCCCCC2)c(C)c1	2.2%	-8.8%	6.1%	0.1%	0.0%
CC(C[N+](C)(C)C)OC(=O)C1(c2ccccc2)CCCC1 (centres undefined)	-2.1%	1.9%	2.1%	10.0%	-1.9%
Cc1ccc(N2C(=O)CC2(C#N)c2ccc(OCc3ccccc3)cc2)cc1 (centres undefined)	-10.7%	4.4%	-8.7%	i	2.9%
c1ccc(CN(CCN2CCOCC2)Cc2ccccc2)cc1	.	.	.	1.5%	-0.7%
FC(F)(F)c1cccc(Cc2noc(CN3C[C@@H]4CCC[C@H]3C4)n2)c1	4.8%	51.7%	5.3%	0.8%	-2.6%
CC(=C/c1ccccc1)/C=N/n1c(-c2ccco2)n[nH]c1=S	-3.8%	13.1%	6.6%	i	0.7%
Nc1ccc2c(C(F)(F)F)cc(=O)oc2c1	-7.1%	2.4%	-1.3%	1.7%	-0.8%
CN(CC(=O)NCc1ccncc1)S(=O)(=O)c1ccc2ccccc2c1	-8.5%	-13.3%	9.3%	1.4%	-3.7%
Cc1cc(NC(=O)COC(=O)C2CCN(S(=O)(=O)c3ccc(Cl)cc3)CC2)no1	4.9%	-2.9%	4.5%	0.4%	-4.0%
NC(=O)C1(N2CCCCC2)CCN(C(=S)Nc2ccc(F)c(Cl)c2)CC1	3.6%	28.3%	-9.7%	0.6%	-0.1%
COc1ccc(NC(=O)C2C3C=CC4(O3)C2C(=O)N(CCCN2CCCCC2)C4C(=O)NC2CCCC(C)C2C)cc1 (centres undefined)	11.2%	2.8%	-26.8%	i	-9.5%
O=C(c1ccco1)n1nc(-c2cccnc2)nc1NCc1ccco1	2.4%	-1.4%	-7.7%	i	-7.3%
CC1=NN(C(=O)c2ccc(C)cc2)C(O)(C(F)(F)OC(F)(F)F)C1 (centres undefined)	-0.6%	?	-14.2%	1.0%	-4.0%
COc1ccc(-c2csc3ncnc(N4CCN(C(=O)c5ccco5)CC4)c23)cc1	35.3%	19.1%	1.2%	5.7%	-10.6%
COc1ccccc1/C=C1\SC(=S)N(CCC(=O)Nc2nnc(C)s2)C1=O	15.0%	11.3%	0.2%	0.9%	-4.5%
Cn1c(N)c(C(=O)c2cc(-c3ccncc3)nc3ccccc23)c(=O)n(C)c1=O	9.2%	-2.9%	-20.3%	0.5%	8.2%
O=C(O)CCc1nnc(SCC(=O)Nc2ccc(Br)cc2)[nH]c1=O	17.5%	2.6%	-13.8%	i	.
CS(=O)(=O)c1ccc([C@@H](O)[C@@H](CF)NC(=O)C(Cl)Cl)cc1	10.1µM*	71.2%	5.21µM*	3.0%	4.9%
COc1ccc(C2=Nn3c(nnc3-c3ccncc3)SC2)cc1	10.9%	3.7%	18.5%	i	2.0%
O=C(O)Cc1ccc(C(=O)c2ccc(Cl)cc2Cl)s1	1.4%	14.1%	-7.6%	1.0%	-1.7%
COC(=O)CSc1nnc(CNC(=O)c2cccs2)n1-c1cc(OC)ccc1OC	-8.0%	-13.1%	-5.5%	i	1.5%
O=C1NC(=O)C(=Cc2ccc(SC3CCCCC3)o2)C(=O)N1	69.9%	?	0.7%	0.9%	2.5%
CC(=O)c1cc(-c2ccccc2)n(CC(=O)Nc2cc(C)cc(C)c2)c1C	1.8%	-17.3%	-11.4%	i	-8.1%
O=C(Nc1ccccc1)N1CCC(=S)Nc2ccccc21	-0.4%	-17.7%	0.8%	i	2.3%
O=C(NNC(=S)Nc1ccccc1)c1ccccc1[N+](=O)[O-]	-0.5%	-0.7%	-4.5%	0.9%	3.7%
COc1ccc(CCNC(=O)C2CCCN2C(=O)NC2CCCCC2)cc1OC (centres undefined)	-0.9%	1.6%	0.5%	i	4.4%
Cc1ccc(-c2nnc(Nc3ccc4c(c3)nc(C)n4C)c3ccccc23)cc1	12.9%	55.5%	3.3%	2.3%	-1.6%
Brc1ccc(N=NNc2ccccc2)cc1	?	44.9%	-7.7%	1.0%	-1.0%
O=C(CSc1nc2c(c(=O)[nH]1)CCCC2)Nc1ccc(Cl)cc1F	-4.2%	27.6%	-1.9%	i	0.2%
COCCCNS(=O)(=O)c1ccc2c(c1)CCN2C(C)=O	2.4%	-5.1%	3.7%	0.1%	5.8%
